# High-throughput results as filed in PubChem BioAssay.
# POLB inh: qHTS Assay for Inhibitors of DNA Polymerase Beta | P06746 | Pol beta primer extension/strand displacement, fluorescence kinetic | Potency, µM (doses to about 114 µM), inactives show top-dose activity change, negative = inhibition, hits mostly inhibitors | 1.3% of 340,000 active; further: potency means the concentration at half of the fitted maximal effect; on the % scale 0 is the no-effect control and ±100 the full control effect
#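 Pol beta (10 nM) was preincubated with compound for 15 min at room temperature. The reaction was then started with 50 nM substrate and read immediately and after a further 10 min at room temperature.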
# Pol eta inh: qHTS for Inhibitors of Polymerase Eta; DNA polymerase eta (Homo sapiens), Q9Y253; recombinant Pol eta, fluorescent DNA replication assay; Potency, µM (top dose mostly 114 µM), for inactives: top-dose activity change, negative = inhibition, usual class: inhibitors; 1.2% of 390,000 active; AID 588591, 2011; further: potency means the concentration at half of the fitted maximal effect; on the % scale 0 is the no-effect control and ±100 the full control effect
#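 Pol eta at 10 nM preincubated with compounds 15 min at room temperature; reaction started with fluorescent substrate (50 nM final) and read kinetically at 0 and 10 min.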
# ERG Ets-DNA blk: qHTS for Small Molecule Inhibitors of the ERG Ets/DNA interaction; Potency, µM (highest dose often 76.9 µM), for the others: at the highest dose FP activity, negative = inhibition, usual class: inhibitors; 0.028% of 370,000 active; Transcriptional regulator ERG (Homo sapiens), P11308; fluorescence polarization, His-ERG Ets domain / labelled DNA; active means well fitted inhibition curve with a large enough effect in the polarisation, with a control signal flat; inconclusive means small, poorly fitted or top-dose-only effect, or effect the other way, or a change in a side signal; inactive means no such curve, though single readings can be large or run the other way; the % refers to the polarisation;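 further: polarization taken with two DNA probes labelled with fluorescein and Texas red; potency means the concentration at half of the fitted maximal effect; % of control where 0% means no effect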
#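 His-tagged ERG Ets domain (1 uM in the protein solution; 300mM KCl, 50mM Tris-HCl, 1mM EDTA, 1mM DTT, pH 7.5) received compound, then a probe mix of 5 nM fluorescein-DNA and 100nM Texas-615-DNA. Fluorescence polarization was read for both dyes.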
# ALOX12 inh: Primary qHTS assay for inhibitors of human arachidonate 12S-lipoxygenase (ALOX12): Round 2; 1.1% of 580,000 active; purified 12hLO, xylenol orange hydroperoxide absorbance; Potency, µM (series often up to 108 µM), inactives show top-dose activity change, negative = inhibition, actives largely listed as inhibitors; Polyunsaturated fatty acid lipoxygenase ALOX12 (Homo sapiens), P18054; further: potency means the concentration at half of the fitted maximal effect; on the % scale 0 is the no-effect control and ±100 the full control effect
#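 Purified human 12hLO (150 nM final) in 25 mM Hepes, 0.01% Triton X-100, pH 7.0 was preincubated 15 min at room temperature with compound. Then 40 uM arachidonic acid was added, 30 min. Hydroperoxide was read by Fe-XO absorbance ratio 573/405 nm.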
# APEX1 inh: qHTS Assay for Inhibitors of the Human Apurinic/apyrimidinic Endonuclease 1 (APE1) | DNA repair nuclease/redox regulator APEX1 (Homo sapiens), P27695 | recombinant APE1, TAMRA/BHQ-2 abasic DNA cleavage fluorescence | Potency, µM (top dose mostly 65.8 µM), inactives show at the highest dose activity change, negative = inhibition, most hits filed as inhibitors | 0.35% of 350,000 active;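 further: potency means the concentration at half of the fitted maximal effect; plate controls were vehicle for no effect and reference inhibitor for full effect; nearly all actives have a fitted effect of over 55% in size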
# Target sequence (P27695 whole entry, looked up): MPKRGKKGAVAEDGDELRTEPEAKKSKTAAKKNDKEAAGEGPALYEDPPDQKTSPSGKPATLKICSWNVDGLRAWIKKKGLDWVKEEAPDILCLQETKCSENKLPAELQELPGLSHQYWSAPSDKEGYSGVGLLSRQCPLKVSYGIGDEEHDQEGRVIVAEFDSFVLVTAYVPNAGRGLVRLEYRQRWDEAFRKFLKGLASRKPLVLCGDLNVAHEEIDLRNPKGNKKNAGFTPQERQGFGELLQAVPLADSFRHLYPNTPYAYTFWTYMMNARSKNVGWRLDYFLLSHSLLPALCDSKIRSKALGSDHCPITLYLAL
#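 Quantitative HTS: incision of a TAMRA/BHQ-2 double-stranded substrate bearing a tetrahydrofuran abasic site by 0.75 nM APE1 raises fluorescence. Substrate 50 nM final, added after 15 min compound preincubation at room temperature; progress as third-minus-first kinetic read difference.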
# LDHA block: qHTS assay for inhibitors of human lactate dehydrogenase; activity change, % (values are at about 110 or 230 µM); AID 1347041, 2019; L-lactate dehydrogenase A chain (Homo sapiens), P00338; 0.15% of 480,000 active; purified LDHA, NADH/diaphorase-resazurin fluorescence; active compounds read low; in the data active means activity change below about -30%; inconclusive means mostly about -25% to -30%;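 further: plate controls were DMSO wells for no effect and wells without enzyme for full effect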
#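 Enzyme activity of human lactate dehydrogenase 5 (2 nM; 0.06 mM NADH, 0.2 mM pyruvate, 5 min, RT) is measured via a resazurin/diaphorase fluorescence readout of residual NADH.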
# POLK inh: qHTS for Inhibitors of Polymerase Kappa. DNA polymerase kappa (Homo sapiens), Q9UBT6. purified Pol kappa, fluorescent DNA synthesis assay, 10 min. Potency, µM (highest dose often 107 µM), inactives show top-dose activity, negative = inhibition, hits mostly inhibitors. 0.53% of 400,000 active; further: potency means the concentration at half of the fitted maximal effect; on the % scale 0 is the no-effect control and ±100 the full control effect
#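 Activity was followed as the change in fluorescence between reads at 0 and 10 min after starting the reaction with 50 nM substrate. Beforehand, 10 nM polymerase had been preincubated with compound for 15 min at room temperature.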
# RGS4 inh: Inhibitors of Regulator of G Protein Signaling (RGS) 4: qHTS; Transcreener GDP fluorescence polarization, RGS4-accelerated GTP hydrolysis; Potency, µM (highest dose often 114 µM), for inactives: at the top dose activity change, negative = inhibition, actives largely listed as inhibitors; 0.039% of 390,000 active; AID 504845, 2011; further: potency means the concentration at half of the fitted maximal effect; on the % scale 0 is the no-effect control and ±100 the full control effect; nearly all actives have a fitted effect of over 75% in size; some results filed as inactive show a strong effect at the top dose
# Target sequence (P49798 whole entry, looked up): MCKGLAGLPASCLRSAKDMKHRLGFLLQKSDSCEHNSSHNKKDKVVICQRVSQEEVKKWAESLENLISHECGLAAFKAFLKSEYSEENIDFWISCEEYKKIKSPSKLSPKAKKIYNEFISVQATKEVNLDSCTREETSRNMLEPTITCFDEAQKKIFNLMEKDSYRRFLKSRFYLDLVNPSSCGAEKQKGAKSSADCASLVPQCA
#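 MLSMR compounds (23 nl, pin-transferred) preincubated 10 min at room temperature with a 500nM (2x) first reagent, then RGS4 at 900nM (2x) plus Transcreener GDP mix added; fluorescence polarization (620/688 nm) read before and after 90 min at 30 °C.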
# Anesthetic bind: qHTS Assay for Identification of Novel General Anesthetics; AID 485281, 2010; 0.074% of 350,000 active; Potency, µM (doses to about 77.5 µM), inactives show at the highest dose activity change, negative = displacement, most hits filed as inhibitors; Ferritin light chain (Equus caballus), P02791; apoferritin/1-aminoanthracene competitive binding, fluorescence; further: potency means the concentration at half of the fitted maximal effect; on the % scale 0 is the no-effect control and ±100 the full control effect; nearly all actives have a fitted effect of over 20% in size
# Target sequence (P02791 2-175 limits assumed): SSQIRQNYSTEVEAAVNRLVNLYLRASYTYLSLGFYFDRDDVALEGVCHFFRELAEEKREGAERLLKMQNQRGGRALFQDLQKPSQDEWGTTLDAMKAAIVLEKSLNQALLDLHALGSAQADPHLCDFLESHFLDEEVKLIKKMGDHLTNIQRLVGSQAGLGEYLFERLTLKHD
#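 In PBS, apoferritin at 10 uM is loaded with 1-AMA from a 50% saturated solution. After 10 min of compound exposure at ambient temperature, reduced 535 nm fluorescence indicates probe displacement.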
# The depositor's hits bear a star; ? = inconclusive; nt = no result given; & = joins results of further samples; [ ] = another dose, or the depositor's remark. Unless noted, the call rests on the fitted dose curve; in most records, active means well fitted curve in the direction sought with a large enough effect; inconclusive means small, poorly fitted or top-dose-only effect, or another doubt; inactive means no such curve, though single readings can be large; an effect the other way counts as inactive or inconclusive. These rows are one share of the data; the hit share may differ from the screen's.
SMILES,POLB inh,Pol eta inh,ERG Ets-DNA blk,ALOX12 inh,APEX1 inh,LDHA block,POLK inh,RGS4 inh,Anesthetic bind
CC1(CCc2ccccc2)NC(=O)N(CC(=O)Nc2ccc(OC(F)F)cc2)C1=O (centres undefined),nt,-21%,-4%,199%[activator],9%,-4,-12%,8%,nt
CC(=O)c1cc(F)c(N2CCN(CCC#N)CC2)cc1C,43%,-3%,-4%,158%[activator],-2%,-5,-24%,10%,-13%
O=C(COC(=O)CCCOc1ccc(Cl)cc1Cl)NCc1ccccc1,-22%,?,9%,-6%,?,-1,-6%,-15%,?
COc1ccc(CN2CC(C(=O)NCCc3ccc(Cl)cc3)CC2=O)cc1 (centres undefined),-10%,-5%,-2%,0%,42%,-12,-8%,28%,2%
Cc1cc(C(=O)COC(=O)c2ccc(O)cc2O)c(C)n1-c1ccccc1,nt,-24%,-12%[15.4 µM],?,12%,1,-6%,16%,nt
CC(NC(=O)/C(=C\c1ccco1)NC(=O)c1ccco1)C(=O)O (centres undefined),11%,-17%,3%,-5%,-1%,1,-14%,-26%,-2%
COc1cc(CNCCN2CCOCC2)ccc1OCc1ccccc1Cl,-4%,-4%,1%,?,2%,-1,-2%,-6%,?
Nc1c(S(=O)(=O)O)cc(Nc2ccc(Nc3nc(Cl)nc(Nc4ccc(S(=O)(=O)O)cc4)n3)c(S(=O)(=O)O)c2)c2c1C(=O)c1ccccc1C2=O,1.1µM*,0.63µM*,nt,nt,0.63µM*,-18,2.7µM*,19µM*,nt
O=C(Cc1ccccc1F)Nc1ccc(Cl)nc1,13%,-15%,9%,-9%,1%,-2,-1%,-10%,-4%
Cc1cc(SCc2ccc(Cl)cc2)nc(=O)[nH]1,-27%,-1%,1%,4%,11%,-5,-3%,-19%,?
CCOC(=O)c1ccc(N2C(=O)c3n[nH]c(-c4ccco4)c3C2c2ccc(C(=O)OC)cc2)cc1 (centres undefined),18%,-17%,-1%,?,nt,6,-1%,-15%,?
CC(=O)c1cc2c(cc1NC(=O)CN1CCC(Cc3ccccc3)CC1)OCO2,26%,0%,2%,0%,2%,3,-28%,18%,-8%
CCOC(=O)C1C(C(=O)OC)=C(C2=CCCCC2)c2ccccc2N1S(=O)(=O)C(F)(F)F (centres undefined),nt,-19%,-3%,?,-25%&-11%,1,?,-2%,-21%
Cc1ccc(-c2nnc(SCC(=O)N(C)C)nc2-c2ccc(C)cc2)cc1,14%,-16%,0%,-22%,-3%,1,7%,-15%,-17%
COc1cccc(N2C(=O)Nc3ccc(Br)cc3C2(O)C(=O)NCCCOC(C)C)c1 (centres undefined),39%,-18%,-4%,81%[activator],10%,-6,4%,3%,-12%
O=C(NC1CCCCC1)c1ccc2c(c1)sc1nc(-c3ccc(F)cc3)cn12,0%,-7%,2%,-18%,nt,-12,-3%,-8%,?
COCCCn1c(=S)[nH]c2sc3c(c2c1=O)CCCS3,?,3%,-7%,45µM*,-6%,-8,3%,-32%,-7%
Cc1cc(SCC(=O)c2ccccc2)nc(C)n1,24%,-2%,3%,?,-2%,-6,-1%,-24%,-23%
O=C(CNC(=O)c1cccs1)N/N=C/c1cccc(Cl)c1,11%,-1%,0%,-5%,0%,-6,12%,-9%,?
O=C(COC(=O)c1ccccc1[N+](=O)[O-])Nc1cccnc1Cl,nt,-9%,0%,-20%,-4%,-9,-3%,-7%,nt
Cc1ccc(NC(=O)CNCc2ccccc2Cl)cc1S(=O)(=O)N(C)C,1%,-12%,2%,?,-19%,-18,5%,-35%,-7%
CC(C)(C)OC(=O)C[C@H]1C/C=C\C[C@@H](CC(=O)N[C@@H](CO)Cc2ccccc2)C(=O)NC[C@@H](c2ccccc2)OC1=O,nt,-14%,-1%,5%,5%,3,0%,1%,nt
Cc1ccccc1NC(=O)c1cc(C(=O)c2cc(Cl)ccc2O)cn(-c2ccccc2C)c1=O,?,-21%,2%,-13%,-3%,-6,-21%,-7%,4%
CC(C)NC(=S)N/N=C1\CCCc2ccccc21,17%,2%,-7%,?,5%,-10,-2%,-34%,-4%
CCC/C(=N\NC(=O)C1CCCC1)c1ccccc1,19%,-8%,-8%,21%,7%,1,11%,-17%,-5%

# Arranged by SMILES length (low to high): part of the list above.
SMILES,POLB inh,Pol eta inh,ERG Ets-DNA blk,ALOX12 inh,APEX1 inh,LDHA block,POLK inh,RGS4 inh,Anesthetic bind
COCCCn1c(=S)[nH]c2sc3c(c2c1=O)CCCS3,?,3%,-7%,45µM*,-6%,-8,3%,-32%,-7%
O=C(CNC(=O)c1cccs1)N/N=C/c1cccc(Cl)c1,11%,-1%,0%,-5%,0%,-6,12%,-9%,?
O=C(COC(=O)c1ccccc1[N+](=O)[O-])Nc1cccnc1Cl,nt,-9%,0%,-20%,-4%,-9,-3%,-7%,nt
Cc1ccc(NC(=O)CNCc2ccccc2Cl)cc1S(=O)(=O)N(C)C,1%,-12%,2%,?,-19%,-18,5%,-35%,-7%
Cc1cc(C(=O)COC(=O)c2ccc(O)cc2O)c(C)n1-c1ccccc1,nt,-24%,-12%[15.4 µM],?,12%,1,-6%,16%,nt
O=C(NC1CCCCC1)c1ccc2c(c1)sc1nc(-c3ccc(F)cc3)cn12,0%,-7%,2%,-18%,nt,-12,-3%,-8%,?
CCOC(=O)c1ccc(N2C(=O)c3n[nH]c(-c4ccco4)c3C2c2ccc(C(=O)OC)cc2)cc1 (centres undefined),18%,-17%,-1%,?,nt,6,-1%,-15%,?
CC(C)(C)OC(=O)C[C@H]1C/C=C\C[C@@H](CC(=O)N[C@@H](CO)Cc2ccccc2)C(=O)NC[C@@H](c2ccccc2)OC1=O,nt,-14%,-1%,5%,5%,3,0%,1%,nt

# Continued.
SMILES,POLB inh,Pol eta inh,ERG Ets-DNA blk,ALOX12 inh,APEX1 inh,LDHA block,POLK inh,RGS4 inh,Anesthetic bind
O=C(Nc1ccccc1)N1CCC(O)(c2cccc(C(F)(F)F)c2)CC1,0%,-18%,16%,14%,10%,0,7%,-18%,-7%
c1ccc2sc(NC3=NCN(C4CCCCC4)CN3)nc2c1,32%,-2%,-19%,11%,15%,-1,-2%,6%,-2%
O=C(Cn1cncn1)c1ccc(Cl)cc1,49%,-13%,2%,nt,30%,1,6%,-10%,-8%
CCN(CC(=O)NCCc1ccccc1)S(=O)(=O)c1ccc(C)cc1,37%,-24%,-1%,-17%,-4%,-3,0%,-21%,-12%
COCCN(C(=O)CCCC(=O)Nc1ccccn1)C(C(=O)NC1CCCC1)c1ccc(C)cc1 (centres undefined),-11%,-9%,7%,232%[activator],-3%,-4,4%,16%,-20%
COc1cc(NS(=O)(=O)c2cc(C(=O)N3CCN(C(C)=O)CC3)ccc2OC)cc(OC)c1,?,-21%,-7%,0%,-3%,-6,5%,12%,-14%
CCOc1ccccc1/C=N/NC(=O)c1nnn(-c2nonc2N)c1CN1CCC(C)CC1,26%,-1%,17%,4%,6%,0,3%,-11%,-13%
COc1ccc(-c2cc(C(F)(F)F)n3nc(C(=O)NCCN4CCOCC4)cc3n2)cc1,-16%,-8%,-2%,-6%,4%,-6,9%,-16%,8%
COc1cc(C(C2C(=O)CC(C)(C)CC2=O)C2C(=O)CC(C)(C)CC2=O)cc(OC)c1OC,52%,-8%,7%,-6%,-1%,-2,5%,?,-7%
COc1ccc(CN(C)C(=O)CCN=C2NS(=O)(=O)c3ccccc32)c(OC)c1,nt,-7%,11%,219%[activator],-2%,0,-1%,1%,nt
CS(=O)(=O)N(CC(=O)Nc1ccc2c(c1)OCO2)Cc1ccc(Cl)cc1,-4%,-13%,-4%,361%[activator],-2%,8,-13%,-16%,4%
COc1ccc(OC)c(S(=O)(=O)NCc2cc(-c3ccccc3)no2)c1,6%,-5%,-2%,-10%,3%,-4,2%,-9%,-11%
CC(=Nc1ccccc1)C1=C(O)C(Cc2ccccc2)NC1=O (centres undefined),nt,-10%,nt,?,nt,-17,-8%,-42%,nt
O=C(COCc1ccccc1)N[C@@H](Cc1ccc(O)cc1)C(=O)O,6%,-9%,-13%,3%,2%,-12,-7%,?,0%
